LmPK inhibitor – qHTS Assay for Inhibitors of Leishmania Mexicana Pyruvate Kinase (LmPK); 290,000 tested, 0.37% active; purified LmPK, Kinase-Glo ATP luminescence, 1 h; AID 1721, 2009; Potency, µM (doses to about 57.5 µM), inactives show top-dose activity change, negative = inhibition, hits mostly inhibitors; Q27686; further: potency means the concentration at half of the fitted maximal effect
Target sequence (Q27686 whole entry, looked up): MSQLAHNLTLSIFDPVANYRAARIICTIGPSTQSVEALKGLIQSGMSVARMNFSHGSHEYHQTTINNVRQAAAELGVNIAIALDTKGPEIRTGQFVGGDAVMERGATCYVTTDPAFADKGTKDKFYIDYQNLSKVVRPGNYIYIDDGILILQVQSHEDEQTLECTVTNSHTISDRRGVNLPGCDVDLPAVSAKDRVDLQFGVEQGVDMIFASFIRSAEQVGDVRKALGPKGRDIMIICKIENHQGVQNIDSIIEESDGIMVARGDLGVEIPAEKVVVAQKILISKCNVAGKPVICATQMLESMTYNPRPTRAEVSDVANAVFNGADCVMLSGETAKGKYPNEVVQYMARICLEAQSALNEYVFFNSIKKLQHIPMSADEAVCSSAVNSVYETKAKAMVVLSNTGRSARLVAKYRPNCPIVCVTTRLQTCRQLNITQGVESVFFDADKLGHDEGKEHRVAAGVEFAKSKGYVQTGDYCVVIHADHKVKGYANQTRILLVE
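ATP generated from ADP (0.1 mM) and PEP (0.5 mM) by 0.1 nM LmPK over 1 h at room temperature (pH 7.2 imidazole buffer) was detected by coupled luciferase luminescence. Values were normalized to uninhibited and no-enzyme wells.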
AMA1 RON2 block – qHTS for Inhibitors of AMA1-RON; Towards Development of Antimalarial Drug Lead: Primary Screen; 360,000 tested, 0.2% active; Potency, µM (titrated, usually from 58.2 µM), for the others: top-dose activity change, negative = inhibition, usual class: inhibitors; AlphaScreen AMA1-biotinylated RON2 peptide binding; Plasmodium falciparum AMA1 (3D7) - RON2 peptide interaction;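 further: potency means the concentration at half of the fitted maximal effect; 0% = vehicle wells and -100% = peptide control; nearly all actives have a fitted effect of over 45% in size; some results filed as inactive show a strong effect at the top dose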
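AMA1 (3D7) with his tag at 25 nM final met compounds first, then biotinylated RON2 peptide at 25 nM; detection used donor plus acceptor beads, 10 µg/mL apiece, read by AlphaScreen after 30 min at room temperature.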
AmpC inh detg – qHTS Inhibitors of AmpC Beta-Lactamase (assay with detergent) | 370,000 tested, 0.041% active | AmpC hydrolysis of nitrocefin, absorbance 480 nm, 0.01% Triton | Potency, µM (series often up to 114 µM), for the others: top-dose activity change, negative = inhibition, most hits filed as inhibitors | P00811;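 further: potency means the concentration at half of the fitted maximal effect; 0% = no-compound wells and -100% = no-enzyme wells; nearly all actives have a fitted effect of over 25% in size; some results filed as inactive show a strong effect at the top dose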
Target sequence (P00811 whole entry, looked up): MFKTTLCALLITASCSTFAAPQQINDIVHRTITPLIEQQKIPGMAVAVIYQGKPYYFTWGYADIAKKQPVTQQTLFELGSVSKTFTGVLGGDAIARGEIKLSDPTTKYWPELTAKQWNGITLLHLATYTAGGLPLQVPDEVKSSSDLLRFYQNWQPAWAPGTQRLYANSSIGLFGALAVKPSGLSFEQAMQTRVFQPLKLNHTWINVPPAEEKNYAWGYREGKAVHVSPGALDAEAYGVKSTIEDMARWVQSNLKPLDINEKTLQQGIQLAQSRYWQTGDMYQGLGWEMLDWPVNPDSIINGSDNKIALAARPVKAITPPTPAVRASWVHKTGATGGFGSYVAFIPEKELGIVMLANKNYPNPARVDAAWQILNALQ
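20 mM phosphate pH 7.0 + 0.01% (detergent screen) or 0.0001% Triton X-100; 5.3 nM AmpC reagent; cpd preinc 15 min RT; nitrocefin (800 uM stock) to start; A480 q20 s × 4 min; Activity was normalised to no-enzyme and no-compound control wells.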
AmpC no deterg – qHTS Inhibitors of AmpC Beta-Lactamase (assay without detergent) | P00811 | AmpC nitrocefin hydrolysis, absorbance 480 nm, 0.0001% Triton | AID 485341, 2010 | Potency, µM (highest dose often 57.1 µM), without a hit: at the highest dose activity change, negative = inhibition, usual class: inhibitors | 330,000 tested, 0.52% active;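 further: potency means the concentration at half of the fitted maximal effect; plate controls were no compound for no effect and no enzyme for full effect; nearly all actives have a fitted effect of over 20% in size; some results filed as inactive show a strong effect at the top dose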
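20 mM phosphate pH 7.0 + 0.01% (detergent screen) or 0.0001% Triton X-100; 5.3 nM AmpC reagent; cpd preinc 15 min RT; nitrocefin (800 uM stock) to start; A480 q20 s × 4 min; Activity was normalised to no-enzyme and no-compound control wells.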
TbPYK inhibitor – qHTS of Trypanosoma Brucei Inhibitors. pyruvate kinase (Trypanosoma brucei), Q57TT1. TbPYK enzyme, Kinase-Glo Plus ATP luminescence, 45 min. Potency, µM (top dose mostly 76.8 µM), inactives show at the top dose activity, negative = inhibition, hits mostly inhibitors. 410,000 tested, 0.12% active; further: potency means the concentration at half of the fitted maximal effect; nearly all actives have a fitted effect of over 50% in size
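TbPYK + substrate in 50 mM TEA pH 7.2, 100 mM KCl, 10 mM MgCl2, 0.05% BSA, 0.01% Tween-20; cpd pinned; ADP 130 uM final; 45 min RT; Kinase-Glo Plus 10 min; luminescence endpoint.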
HCV inh – qHTS Assay for Inhibitors of Hepatitis C Virus (HCV) | Huh7.5.1 HCVcc-Cre infection, luciferase reporter, 44 h | 340,000 tested, 3.4% active | Potency, µM (series often up to 41.8 µM), inactives show at the top dose activity change, negative = inhibition, most hits filed as inhibitors; further: potency means the concentration at half of the fitted maximal effect
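Cells seeded at 1,000/well and cultured 4 h, then compounds added followed by HCVcc-Cre virus (~0.5 moi). After 44 h further culture, luciferase substrate was added, plates held 15 min at room temperature, and luminescence read for 15 sec.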
HCMV antiviral – qHTS Assay for inhibitors of the human cytomegalovirus (HCMV); HFF cells, HCMV-luciferase reporter, 72 h; hits give low values; activity change, negative = inhibition, % at 57.5 µM; 410,000 tested, 4.5% active; AID 1259415, 2018; in the data active means activity change below about -60%; inconclusive means no clear call, values can overlap the other calls; inactive means above about -39%
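Steps: HFFs plated, 16 h 37C; compounds added; HCMV-luciferase added to MOI 1 PFU/cell; 72 h 37C; OneGlo reagent, 5 min room temperature; luminescence read, normalized to controls.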
* = called active by the depositor; u = inconclusive; x = no result given; & = joins results of further samples; [ ] = dose if it differs, or a comment. Unless noted, the call rests on the fitted dose curve; in most records, active means well fitted curve in the direction sought with a large enough effect; inconclusive means small, poorly fitted or top-dose-only effect, or another doubt; inactive means no such curve, though single readings can be large; an effect the other way counts as inactive or inconclusive. Unless noted, on the % scale 0 is the no-effect control and ±100 the full control effect.

SMILES	LmPK inhibitor	AMA1 RON2 block	AmpC inh detg	AmpC no deterg	TbPYK inhibitor	HCV inh	HCMV antiviral
CCOC(=O)c1cnc2c(ccc3ccccc32)c1Nc1ccc(C(C)=O)cc1	x	x	-4%	x	0%	x	-7
O=C(N/N=C/c1cccc([N+](=O)[O-])c1)c1cc2ccccc2o1	2%	-6%	u	-7%	-1%	11µM*	1
CCOC(=O)N1CCC(N2Cc3cccc(C(=O)Nc4ccccc4OC)c3C2=O)CC1	13%	-5%	2%	156%[activator]	3%	-21%	9
Cc1ccc(C)c(NC(=O)C2CC(Cl)=CCC2C(=O)O)c1 (configuration not stated)	0%	-12%	-3%	-12%	1%	3%	1
Cc1cc(NC(=O)CSc2nnc(-c3ccc(O)cc3)o2)no1	-3%	93%[activator]	-2%	49%	4%	7%	-23
CCN1C(=O)c2cccc3cccc1c23	1%	9%	6%	-12%	-6%	u	69
Cc1nnc(SCC(=O)Nc2ccc(Cl)cn2)s1	1%	u	u	-16%	-5%	-9%	21
O=C(CN1CCCC1)Nc1ccc(Br)cc1	1%	7%	u	-20%[11.4 µM]	2%	-3%	38
O=C(CSc1nnc(CN2CCOCC2)n1-c1ccc(Cl)cc1)Nc1cc(Cl)ccc1O	5%	-2%	10%	x	1%	10%	23
Cc1ccc2oc(C(=O)Nc3nnc(C)s3)c(C)c2c1	-9%	13%	-2%	-9%	-3%	27%	135
S=C1NC(c2ccccc2)=CC(c2ccccc2)N1 (configuration not stated)	5%	29%	1%	-44%	-6%	-15%	-32
COc1cc(OC)nc(Nc2nc(C(N)Cc3ccccc3)cs2)n1 (configuration not stated)	x	44%[activator]	x	x	1%	x	-2
CCn1cc(C(=O)NCCOC)c(=O)c2cc(S(=O)(=O)N3CCOCC3)ccc21	x	x	3%	x	2%	x	1
Cc1ccc(NC(=O)C(c2ccc(Cl)cc2Cl)N2CCCC2)cc1 (configuration not stated)	4%	4%	-13%	-10%	1%	-14%	-65*
Cc1cc(C)cc(NC(=O)CSc2cc(C)[nH]c(=O)n2)c1	x	x	3%	x	-4%	x	-2
CC(C)CNS(=O)(=O)c1ccc(CCC(=O)NC2CCCCC2)cc1	x	5%	x	x	-21%	4%	-6
COC(=O)COC(=O)c1ccc(O)cc1	0%	6%	u	-16%	0%	4%	-11
Cc1ccc(NC(=O)C2CC(=O)OC23CCOC(C)(C)C3)cc1 (configuration not stated)	0%	6%	0%	-12%	-4%	16%	66
Nc1nc(N2CCN(Cc3ccccc3)CC2)n[nH]1	-1%	5%	3%	-1%	1%	6%	-25
CC(=O)/C(=N/Nc1ccc(Br)cc1)Sc1cccc2cccnc12	-4%	-6%	0%	-17%	-9%	0%	22
CCCNC(=O)C1(C)CCCN(C(=O)/C=C/c2ccccc2)C1 (configuration not stated)	x	24%	x	x	0%	x	-34
CCN1CCN(c2ccc(S(=O)(=O)N3CCCCC3)cc2NC(=O)/C=C/c2ccc(OC)c(OC)c2)CC1	x	-9%	12%	352%[activator]	-1%	2%	-4
CCCCn1c(NCc2ccccn2)nc2ccccc21	-2%	14%	-3%	-19%	2%	2%	8
Cc1ccc(CNC(=O)C2CCN(S(=O)(=O)c3c(C)noc3/C=C/c3c(C)cc(C)cc3C)CC2)cc1	x	x	-1%	x	-3%	x	44
COc1ccc(C(CNC(=O)CCC(=O)c2ccc(C)s2)N2CCOCC2)cc1 (configuration not stated)	x	-5%	-4%	6%	-3%	-1%	0
COc1ccc(Cl)cc1NC(=O)c1cccc(NC(=O)CCC(=O)O)c1	2%	5%	5%	-21%	-10%	-8%	u
O=C(CN1CCC(n2cnc3cc(F)ccc32)CC1)Nc1ccccc1Br	4%	9%	3%	229%[activator]	7%	3%	18
N#CC1=C2SCC(O)(c3ccccc3)N2C(=O)CC1c1cccs1 (configuration not stated)	7%	-2%	3%	-23%	-3%	u	-6
COc1cc2c(cc1OC)C(c1ccc(Cl)cc1)N(c1cccc(C#N)c1)C(=O)C2 (configuration not stated)	x	x	15%	x	-2%	x	14
Cc1cc(C(=O)OCC(=O)N2CCOCC2)c2ccccc2n1	-5%	15%	-12%	-10%	-12%	-6%	12
COCCSc1nnc(NC(=O)COc2ccc3c(c2)OCO3)s1	1%	-5%	3%	-9%	-1%	0%	-9
CC(=O)c1cnc2cc(-c3ccc(C)cc3)nn2c1C	-15%	11%	-11%	-1%	3%	3%	73
COC(=O)Cn1c(=NC(=O)CSC(C)=O)sc2ccccc21	1%	-9%	-12%	-22%	3%	14%	-26
CCn1c(=O)n(CC(=O)N2CC(C)CC(C)C2)c(=O)c2ccccc21 (configuration not stated)	1%	-3%	-11%	15%	-4%	8%	-19
COc1cc(-c2cc(C(=O)Nc3ccc(O)cc3)c3ccccc3n2)cc(OC)c1OC	7%	-11%	-7%	10%	-18%	u	-1
O=C(c1cccs1)N1CCN(c2nc3ccc([N+](=O)[O-])cc3s2)CC1	x	11%	u	-26%	3%	16%	-5
O=C(Nc1ccc(Cl)c(Cl)c1)Nc1ccccc1C(=O)O	-14%	0%	u	-31%	-7%	-9%	-79*
CCc1ccc(CN(C)CC(=O)Nc2sccc2C#N)cc1	4%	-8%	u	-18%	-19%	u	-34
COc1ccc(C(=O)Nc2ncc3c(n2)CC(c2ccco2)CC3=O)cc1 (configuration not stated)	7%	1%	-18%	-24%	-1%	4%	31
O=C(O)c1ccc(Cn2cnc3c(=S)nc[nH]c32)cc1	x	47%[activator]	x	x	-12%	9%	2
Cc1cc(N2CCCC2)ccc1NC(=O)CN1C(=O)NC(C)(c2ccccc2)C1=O (configuration not stated)	-8%	-28%	-6%	88%[activator]	u	16%	-3
c1ccc2c3c(c(CN4CCCC4)cc2c1)COC3	3%	0%	-2%	-21%	-11%	0%	37
COc1ccc(-c2ccc(S(=O)(=O)NCC3CCCO3)cc2)cc1 (configuration not stated)	2%	7%	-8%	-18%	-1%	u	x
CCOC(=O)c1sc2ncn(CC(=O)Nc3ccc(C)cc3Br)c(=O)c2c1C	x	x	u	x	-2%	x	-9
Cc1ccc(-n2ncc3c(=O)n(CC(N)=O)cnc32)cc1C	0%	3%	u	0%	3%	9%	110
CCOC(=O)N1CCN(CC(O)COc2ccccc2C(C)CC)CC1 (configuration not stated)	-2%	1%	u	11%	1%	-14%	-20
Nc1nnc(SCC(=O)Nc2ccc(N3CCOCC3)cc2)s1	x	-6%	2%	-5%	4%	17%	18
Cc1ccc(NC(=O)CSCn2nnc3c(=O)[nH]c(Cc4ccc(F)cc4)nc32)c(C)c1	x	x	1%	x	1%	x	-3
COc1cccc(-n2c(-c3ccoc3)nc3ccccc3c2=O)c1	-4%	10%	u	-13%	-4%	19%	5
NC(=O)c1ccccc1NC(=O)/C=C/c1ccccc1	u	15%	-11%	-11%	0%	-22%	122
CC(C)(C)NC(=O)Nc1ccc(Cn2cc(C(F)(F)F)ccc2=O)cc1	1%	35%[activator]	u	-8%	-14%	-11%	-5
COC(=O)c1ccc(CSc2nnc(Nc3ccccc3OC)s2)o1	-2%	-8%	-11%	-1%	5%	-15%	-23
CC(C)c1ccc2oc(-c3ccc(NC(=O)c4ncn[nH]4)cc3)nc2c1	2%	-23%	u	-36%	4%	8%	-19
S=c1[nH]nc(-c2cccs2)n1/N=C/c1cn(-c2ccccc2)nc1-c1ccc(Cl)cc1	9%	29%	-1%	-50%	-7%	u	-8
CN(C)S(=O)(=O)c1ccc(C(=O)NC(=O)CSc2ccccc2)cc1	1%	13%[2.32 µM]	-11%	-21%	-4%	11%	-33
Cc1ccccc1OCc1ccc(-c2nc(C#N)c(N3CCN(c4ccccc4)CC3)o2)o1	x	x	0%	x	-5%	x	24
CC(C)(C)c1ccc(CS(=O)CC(O)CO)cc1 (configuration not stated)	1%	0%	-8%	-7%	-2%	13%	6
CC(OC(=O)c1cc(S(=O)(=O)N2CCOCC2)ccc1F)C(=O)NC1CCCC1 (configuration not stated)	x	-6%	-18%	-9%	-1%	30%	72
Cc1ccsc1C(=O)OCC(=O)Nc1ccc(Cl)cn1	x	-5%	x	-35%	-4%	-8%	-10
COc1ccc(N(C)C(=S)Nc2ccc3nc(C)c(C)nc3c2)cc1	-4%	11%	-1%	8%	-24%	12%	-33

Continued:
SMILES	LmPK inhibitor	AMA1 RON2 block	AmpC inh detg	AmpC no deterg	TbPYK inhibitor	HCV inh	HCMV antiviral
O=C(Cc1ccccc1F)OCC(=O)N1CCN(C(=O)c2ccco2)CC1	5%	-13%	-5%	-8%[11.4 µM]	3%	15%	-14
COc1cc(C(=O)OCC(=O)Nc2ccc(SC(F)F)cc2)cc(OC)c1OC	6%	19%	-2%	4%	-10%	u	14
Nc1ccc2nc(CCCCCCc3nc4ccc(N)cc4[nH]3)[nH]c2c1	8%	u	1%	-16%	0%	8%	35
CCc1cc(C(c2ccc(OC)c(OC)c2)N2CCOCC2)c(NC(=O)c2ccccc2)s1 (configuration not stated)	10%	u	-4%	53%	-3%	u	25
CSc1cccc(NC(=O)Cn2cnc(S(=O)(=O)N3CCCC3)c2)c1	7%	-2%	-8%&10%	-33%	0%&-1%	11%	-7&1
Clc1ccc(Cn2ccnc2)cn1	-1%	1%	2%	-20%	-3%	0%	-20
COc1ccc(/C=N/n2cnc3c([nH]c4ccc(Br)cc43)c2=O)cc1CN1CCOCC1	-3%	0%	-5%	-19%	-6%	12%	u
N#Cc1cc(N)ccc1Sc1ccccc1	5%	2%	-18%	-33%	4%	15%	4

Entries of single compounds, quoted from the list. Screens in order: LmPK inhibitor	AMA1 RON2 block	AmpC inh detg	AmpC no deterg	TbPYK inhibitor	HCV inh	HCMV antiviral
O=C(Cc1ccccc1F)OCC(=O)N1CCN(C(=O)c2ccco2)CC1 is listed with 5%	-13%	-5%	-8%[11.4 µM]	3%	15%	-14
COc1ccc(/C=N/n2cnc3c([nH]c4ccc(Br)cc43)c2=O)cc1CN1CCOCC1 is listed with -3%	0%	-5%	-19%	-6%	12%	u
COc1cc(C(=O)OCC(=O)Nc2ccc(SC(F)F)cc2)cc(OC)c1OC is listed with 6%	19%	-2%	4%	-10%	u	14
N#Cc1cc(N)ccc1Sc1ccccc1 is listed with 5%	2%	-18%	-33%	4%	15%	4

Screening results deposited in PubChem by National Center for Advancing Translational Sciences (NCATS).
